Bioassay records deposited in PubChem BioAssay by National Center for Advancing Translational Sciences (NCATS).
WRN helicase inh: WRN helicase (human) inhibition; WRN helicase unwinding, fluorescent forked duplex, kinetic; Q14191; AID 651768; Potency, µM (top dose mostly 114 µM), for inactives: at the top dose activity change, negative = inhibition, most hits filed as inhibitors; 360,000 compounds, 0.46% hits; note: potency is the fitted concentration of half-maximal effect; % is set by controls: 0 for no effect and ±100 for the full control effect; nearly all actives have a fitted effect of over 55% in size
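Fluorescence dequenching readout, ex 525 nm/em 598 nm, kinetic mode: forked duplex DNA (100 nM final) with adjacent fluorophore and quencher unwound by WRN (20 nM final) with 2 mM ATP. Compound preincubation 15 min, room temperature.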
IL2 activator: IL-2 activation; IL-2 activation reporter assay, cell-based qHTS; stimulated with anti-CD3/CD4/CD28 beads; in transgenic mouse T cells; activation, % (series mostly up to about 46 µM); 360,000 compounds, 0.065% hits; in the data active = activation above about 50%; inconclusive = mostly about 30% to 49%; note: 0% is about no effect
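Unstimulated transgenic mouse T cells preincubated 60 min with compound, then stimulated with anti-CD3/anti-CD4-coated beads plus anti-CD28 for 18 h at 37 degrees C. IL-2 response read as EGFP and DsRed fluorescence by plate cytometry.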
FUS suppressor: FUS proteinopathy suppression in yeast; S. cerevisiae FUS-expressing, growth rescue, OD600, 24 h; Potency, µM (top dose mostly 76.6 µM), inactives show at the highest dose growth rescue (activation), usual class: activators; 390,000 compounds, 0.24% hits;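 note: potency is the fitted concentration of half-maximal effect; plate controls were DMSO vehicle for no effect and reference control for full effect; nearly all actives have a fitted effect of over 55% in size; some results filed as inactive show a strong effect at the top dose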
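Read-out: OD at 600 nm after 24hr at 30C, reporting rescue of FUS-induced yeast toxicity. Cells at OD 0.005 in galactose (2%) minimal medium; compounds tested in a dilution series; CP55940 titration from 92uM final as control.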
PI5P4K alpha inh: PI5P4K alpha (human) kinase inhibition | P48426 | PI5P4Kalpha enzyme, ADP-Glo luminescence, 60 min; active compounds read low | max response, % | 330,000 compounds, 1.2% hits; active = max response of -50% or lower; inconclusive = between -30% and -50%; inactive = -30% or higher; note: value at the top dose of about 77 µM; % is set by controls: 0 for no effect and ±100 for the full control effect
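Compounds were pin-transferred onto PI5P4Kalpha and substrate in HEPES pH 7.4 buffer with EGTA, CHAPS and 5% DMSO. ATP (5 microM final) started the reaction, which ran 60 minutes at room temperature before ADP-Glo detection.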
PLK1 PBD inh: PLK1 (human) polo-box domain binding inhibition | Plk1 PBD binding of FITC phosphopeptide, fluorescence polarization | 360,000 compounds, 2.8% hits | P53350 | Potency, µM, inactives show max response, negative = inhibition, hits mostly inhibitors | AID 720504; note: potency is the fitted concentration of half-maximal effect; series mostly up to about 57 µM; % is set by controls: 0 for no effect and ±100 for the full control effect; nearly all actives have a fitted effect of over 65% in size
EPAC1 antag: EPAC1 (human) antagonism; EPAC1 GEF assay, Rap1b-BODIPY-GDP exchange fluorescence; Potency, µM (highest dose often 115 µM), for inactives: at the highest dose activity change, negative = inhibition, usual class: inhibitors; 360,000 compounds, 0.14% hits;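 note: potency is the fitted concentration of half-maximal effect; plate controls were vehicle for no effect and positive control for full effect; nearly all actives have a fitted effect of over 50% in size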
Target sequence (O95398 whole entry, looked up): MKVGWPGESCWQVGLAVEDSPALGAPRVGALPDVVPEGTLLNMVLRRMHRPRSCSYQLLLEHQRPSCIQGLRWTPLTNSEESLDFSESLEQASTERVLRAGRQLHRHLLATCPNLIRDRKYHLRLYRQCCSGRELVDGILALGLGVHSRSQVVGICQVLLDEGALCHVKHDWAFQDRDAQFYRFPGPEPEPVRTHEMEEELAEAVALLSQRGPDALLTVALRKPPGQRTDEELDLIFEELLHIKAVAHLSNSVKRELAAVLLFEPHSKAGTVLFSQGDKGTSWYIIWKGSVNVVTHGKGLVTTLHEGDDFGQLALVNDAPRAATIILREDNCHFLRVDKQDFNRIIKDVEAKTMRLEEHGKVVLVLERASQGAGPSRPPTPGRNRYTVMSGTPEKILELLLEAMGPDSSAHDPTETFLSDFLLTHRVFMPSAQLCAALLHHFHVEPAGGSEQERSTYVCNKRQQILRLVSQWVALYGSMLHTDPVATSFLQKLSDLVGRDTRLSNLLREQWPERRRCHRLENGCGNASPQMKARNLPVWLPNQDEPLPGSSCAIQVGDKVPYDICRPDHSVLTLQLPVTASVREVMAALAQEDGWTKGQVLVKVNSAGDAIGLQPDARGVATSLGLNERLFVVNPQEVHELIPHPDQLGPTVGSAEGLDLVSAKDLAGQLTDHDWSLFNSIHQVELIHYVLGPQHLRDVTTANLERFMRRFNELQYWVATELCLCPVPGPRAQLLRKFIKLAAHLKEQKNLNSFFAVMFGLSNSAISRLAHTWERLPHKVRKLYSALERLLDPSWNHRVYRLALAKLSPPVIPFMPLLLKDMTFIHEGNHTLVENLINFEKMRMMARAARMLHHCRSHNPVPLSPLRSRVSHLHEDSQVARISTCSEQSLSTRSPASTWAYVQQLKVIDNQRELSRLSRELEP
Abeta yeast res: restores growth of yeast expressing A-beta42 peptide; 410,000 compounds, 0.063% hits; yeast expressing A-beta42, growth rescue, OD600, 48 h; response scale: 0% DMSO, 100% iron-clioquinol control; Potency, µM (series often up to 46.1 µM), for inactives: at the highest dose growth rescue, hits mostly activators; note: potency is the fitted concentration of half-maximal effect; nearly all actives have a fitted effect of over 55% in size
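Yeast A-beta toxicity model in growth medium with pinned compounds, 48 h at 30 C; growth read as absorbance at 600 nm. Normalized to FeCl3/clioquinol equimolar mix (positive) and DMSO (negative).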
EPAC1 ag: EPAC1 (human) agonism. Potency, µM (series often up to 154 µM), for inactives: at the highest dose activation, most hits filed as activators. 360,000 compounds, 0.073% hits. O95398. EPAC1 agonist qHTS, biochemical assay; response scale: 100% = response to 6.5 mM cAMP; note: potency is the fitted concentration of half-maximal effect; nearly all actives have a fitted effect of over 60% in size
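Fluorescent GDP-exchange assay: 100 nM EPAC1 with 250 nM Rap1B preloaded with BODIPY-GDP and 50 uM GDP; compounds tested as concentration series, 5 min at room temperature, then read every 5 min for 30 min (ex 480/em 540 nm); normalized to 6.5 mM cAMP.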
Numbers without * were called inactive; ? = inconclusive; / = no result given; [ ] = remark or other dose. Unless noted, calls come from the whole dose curve; as a rule, active = well fitted curve in the direction sought with a large enough effect; inconclusive = small, poorly fitted or top-dose-only effect, or another doubt; inactive = no such curve, though single readings can be large; an effect the other way counts as inactive or inconclusive.

SMILES | WRN helicase inh | IL2 activator | FUS suppressor | PI5P4K alpha inh | PLK1 PBD inh | EPAC1 antag | Abeta yeast res | EPAC1 ag
CCOc1cc(C2C3=C(CCCC3=O)N(CC(=O)O)C3=C2C(=O)CCC3)ccc1OC | 5% | 0.5 | -16% | -1 | -4% | -11% | 13% | -1%
CC(C)[C@H]1C(=O)Nc2ccccc2N1C(=O)N[C@@H](Cc1ccccc1)C(=O)N[C@@H](Cc1ccccc1)C(=O)O | -1% | 0.0 | 1% | 0 | -2% | 11% | -27% | -31%[inhibitor]
COc1cc(C(=S)N2CCN(c3ccccc3Cl)CC2)cc(O)c1O | ? | 1.4 | 30% | -58* | 17µM* | -18% | -21% | 12%
CC(C)CC(N)c1csc(NC(=O)Nc2ccccc2Cc2ccccc2)n1 (stereo unspecified) | -3% | -0.8 | 8% | 2 | -2% | -12% | -9% | 0%
CCN(c1ccccc1)S(=O)(=O)c1cccc(C(=O)NCC(c2ccco2)N2CCCC2)c1 (stereo unspecified) | -30% | -4.7 | 27% | -3 | -5% | -23% | 22% | 1%
CC1=C(C(=O)N(C(C)C)C(C)C)CC(CC(=O)NCCN2CCOCC2)C(=O)N1Cc1ccccc1 (stereo unspecified) | 5% | -1.2 | -1% | -1 | -5% | 8% | -2% | 9%
O=C(Cc1ccc(-n2cccc2)cc1)NC1CCCCCC1 | -8% | -3.9 | 27% | / | -10% | 14% | -4% | 6%
O=c1c2[nH]c3ccccc3c2nc2n1CCS2 | -9% | 1.1 | -10% | -7 | -3% | -9% | 8% | 0%
Cc1nn2c(-c3cccc(NC(=O)c4ccco4)c3)nnc2c2ccccc12 | -3% | -3.5 | 25% | -9 | -12% | -6% | 1% | 13%
CC(C)C[C@@H](CO)N1CCN(CCCc2ccccc2)CCC1=O | -2% | 0.7 | -15% | 2 | -5% | -1% | -11% | -17%
Cc1ccc(C)c(NC(=O)CCN2CCCCC2)c1 | 15% | -0.7 | -16% | 1 | -4% | -2% | -8% | -8%
O=C1c2ccccc2C(=O)N1CCC1(O)C(c2ccccc2)=Nc2ccccc21 (stereo unspecified) | -2% | 0.8 | -3% | 0 | -4% | -2% | 10% | 5%

Ordered by the number under PI5P4K alpha inh (high to low): some entries from above.
smiles	PI5P4K alpha inh
Cc1ccc(C)c(NC(=O)CCN2CCCCC2)c1	1
CC(C)[C@H]1C(=O)Nc2ccccc2N1C(=O)N[C@@H](Cc1ccccc1)C(=O)N[C@@H](Cc1ccccc1)C(=O)O	0
CCOc1cc(C2C3=C(CCCC3=O)N(CC(=O)O)C3=C2C(=O)CCC3)ccc1OC	-1

(further entries)
SMILES | WRN helicase inh | IL2 activator | FUS suppressor | PI5P4K alpha inh | PLK1 PBD inh | EPAC1 antag | Abeta yeast res | EPAC1 ag
O=C(CSCC(=O)Nc1nc(-c2ccc3c(c2)OCO3)cs1)Nc1nccs1 | -7% | -4.2 | -4% | -12 | -21% | -8% | 3% | 1%
COc1ccccc1N(C)S(=O)(=O)c1ccc(C(=O)Nc2ccc(C(N)=O)cc2)cc1 | 4% | 0.7 | 6% | 0 | 0% | -1% | 4% | -10%
O=c1cc(-c2ccccc2)nc(SCc2ccccc2F)[nH]1 | -8% | -0.5 | -19% | 2 | 3% | -6% | 1% | -5%
CC(CCc1ccccc1)NC(=O)COC(=O)c1cccc(N(C)C)c1 (stereo unspecified) | -7% | -0.2 | 7% | 2 | -7% | -26% | 10% | 12%
CC(NS(=O)(=O)/C=C/c1ccccc1)C(=O)NCCc1ccc(S(N)(=O)=O)cc1 (stereo unspecified) | -14% | 0.4 | -1% | 8 | -9% | -1% | 1% | 6%
CC(=O)c1cccc(-c2ccnc3c2CC(C(=O)Nc2ccc(F)c(Cl)c2)O3)c1 (stereo unspecified) | 7%[57.1 µM] | -0.9 | ? | -5 | -1% | -9% | 6% | -5%
Cc1nc(NC(=O)CCc2ccccc2)ccc1Br | -8% | -2.7 | 5% | 4 | -8% | 3% | -3% | -4%
Cc1cccc(N2CCN(C(=O)CCCCCn3c(=S)[nH]c4ccc(N5CCOCC5)cc4c3=O)CC2)c1C | -2% | -1.0 | 10% | 2 | -4% | 15% | -4% | -6%
Cc1ccccc1C(=O)N1CCC1(C)C(=O)NC(C)C (stereo unspecified) | 3% | 0.7 | -23% | -5 | 3% | -14% | -14% | -4%
Cc1cc(Cl)cc(C)c1OCC(=O)N1CCN(c2ncccn2)CC1 | -7% | -0.1 | -10% | 8 | 0% | -4% | -25% | -4%
CCOC(=O)c1nc2c(=O)n(C)c(=O)n(C)c2n(C)c1=O | -7% | -1.1 | -17% | -3 | -3% | 11% | 14% | 10%
C/C(=N\Nc1nc(C(=O)O)cs1)c1ccccc1 | -32% | -1.2 | 25% | -1 | -23% | 9% | -21% | 3%

Full records, quoted from the list. Order of screens: WRN helicase inh	IL2 activator	FUS suppressor	PI5P4K alpha inh	PLK1 PBD inh	EPAC1 antag	Abeta yeast res	EPAC1 ag
Record of O=C(CSCC(=O)Nc1nc(-c2ccc3c(c2)OCO3)cs1)Nc1nccs1 : -7%	-4.2	-4%	-12	-21%	-8%	3%	1%
Record of O=C1c2ccccc2C(=O)N1CCC1(O)C(c2ccccc2)=Nc2ccccc21 (stereo unspecified) : -2%	0.8	-3%	0	-4%	-2%	10%	5%
Record of CC(C)[C@H]1C(=O)Nc2ccccc2N1C(=O)N[C@@H](Cc1ccccc1)C(=O)N[C@@H](Cc1ccccc1)C(=O)O : -1%	0.0	1%	0	-2%	11%	-27%	-31%[inhibitor]
Record of CC(=O)c1cccc(-c2ccnc3c2CC(C(=O)Nc2ccc(F)c(Cl)c2)O3)c1 (stereo unspecified) : 7%[57.1 µM]	-0.9	?	-5	-1%	-9%	6%	-5%

Continued:
SMILES | WRN helicase inh | IL2 activator | FUS suppressor | PI5P4K alpha inh | PLK1 PBD inh | EPAC1 antag | Abeta yeast res | EPAC1 ag
CCN(CC)C(=O)C(Sc1ccccc1)c1ccccc1 (stereo unspecified) | -20% | 2.0 | 13% | -1 | -20% | -14% | -19% | 3%
O=C(CCNC(=O)c1ccc([N+](=O)[O-])cc1)NCCc1ccccc1 | 11% | 0.1 | 10% | -4 | -4% | -12% | -4% | -4%
CC1=CC(C)(C)N(C(=O)CSc2nnc(-c3ccccc3)o2)c2ccc(C)cc21 | -9% | -3.0 | 20% | / | -1% | 6% | -17% | 7%
Cc1ccc(C(=O)NCC(=O)NC2CCC(C)CC2)s1 (stereo unspecified) | -6% | 0.3 | -15% | 2 | 2% | 5% | 10% | -9%
CCOC(=O)c1c(NC(=O)c2cc(-c3cccc(O)c3)on2)sc(C(C)=O)c1C | 1% | -1.3 | -7% | -26 | -11% | -8% | -9% | -9%
COc1ccc(Nc2nc(OC)nc(N3CCN(c4ccc(OC)cc4)CC3)n2)cc1 | 4% | -1.6 | 17% | / | -1% | 0% | 5% | 4%
Cc1cc(C(=O)O)cc(S(=O)(=O)Nc2c(C)nn(C)c2C)c1C | 1% | -0.6 | 3% | 6 | 8% | -1% | 2% | -11%
CCOc1ccc2ccccc2c1/C=N/NC(=O)CNC(=O)Cc1ccccc1 | -4% | 0.6 | -13% | 1 | -19% | -1% | -8% | -5%
CN(C)CCN(CC1CCCN(Cc2ccccc2F)C1)C(=O)c1ccc(F)cc1 (stereo unspecified) | 9% | -1.1 | 25% | 9 | -16% | -17% | 0% | -2%
COc1ccc(/C(C)=N/NS(=O)(=O)c2ccccc2)c(OC)c1 | -3% | 0.3 | 8% | 1 | 3% | -12% | 6% | -3%
Cc1cc(C)c(CN2CCC(n3nccc3NC(=O)C3CCOC3)CC2)cc1C (stereo unspecified) | -23% | -1.1 | 18% | 11 | -5% | 9% | 6% | -8%
CC1(C)Cc2cccc(OCC(=O)N3CCN(c4cccc(C(F)(F)F)c4)CC3)c2O1 | -8% | -0.7 | 2% | 19 | -8% | -27% | 9% | 4%
S=C(Nc1ccc(Br)cc1Cl)NN1CCOCC1 | 15% | -0.1 | 12% | -1 | -19% | -4% | ? | 10%
O=C(NCc1cc(Cl)cc(Cl)c1)c1ccc2sc([C@H]3C[C@H](O)[C@@H](CO)O3)nc2c1 | -5% | -0.8 | -16% | -3 | -2% | -25% | -17% | -9%
CN(C)C(CNC(=O)c1cnc(Cl)c(Cl)c1)c1ccccc1 (stereo unspecified) | 2% | 1.3 | -34% | 5 | -10% | 14% | -7% | -1%
COCCNC(=O)/C(C#N)=C/c1cc(C(C)C)c(OC)cc1C | -5% | -6.2 | -3% | 6 | -1% | -9% | -19% | -4%
Cc1ccc(C)c(NC(=S)NCc2cccs2)c1 | 2% | 0.1 | / | 7 | -10% | -1% | 0% | 4%
CCN(C(=O)C(C)Cl)c1ccccc1 (stereo unspecified) | 1% | 1.5 | -20% | 5 | -28% | 6% | -2% | 6%
CCOc1ccc(OCCC(=O)Nc2ccccc2C(=O)NC2CC2)cc1 | -2% | -2.0 | -25% | -6 | -1% | -2% | 1% | 7%
CCN(CC)c1cccc(OC2=NS(=O)(=O)c3ccccc32)c1 | -17% | 0.3 | / | -10 | 3.4µM* | -25% | -16% | 7%
COc1cccc(CNC(=O)COC(=O)CNC(=O)c2ccc(-c3ccccc3)cc2)c1 | 3% | -0.3 | -5% | 6 | 5% | -15% | -4% | -7%
Cc1cc(C)c2c(N)c(S(=O)(=O)c3ccccc3)sc2n1 | -3% | -1.2 | 7% | 11 | -29% | -1% | 18% | 0%
COc1cccc(NC(=O)CN(C)C(=O)Cc2n[nH]c(=O)c3ccccc23)c1 | 1% | 1.0 | -18% | -3 | -5% | -3% | -5% | 11%
Cc1ccc(CNC(=O)C(=O)NCC2OCCN2S(=O)(=O)c2ccc(Cl)cc2)cc1 (stereo unspecified) | -5% | -0.6 | 15% | 0 | 2% | -7% | -9% | -17%
CCc1ccc2[nH]c(=O)c(C(c3nnnn3CCOC)N3CCN(c4ccccc4)CC3)cc2c1 (stereo unspecified) | -21% | -2.8 | 4% | 7 | -8% | 2% | 3%[9.22 µM] | 7%
CCOC(=O)CSc1n[nH]c(NC(=O)c2ccc(F)cc2)n1 | -8% | 2.2 | 23% | / | -16% | 2% | -20% | -2%
